Bioassay records (PubChem)
PrPC surface inh: cell surface PrPC inhibition, primary TR-FRET screen; P04156; TR-FRET read-out; inhibition, % at 13.8 µM; 370,000 tested, 0.43% active; AID 720596; in the data active = inhibition above about 24%; also: 0% = median of the test wells and 100% = reference compound wells
MazEF act: activators of E. coli MazEF toxin-antitoxin RNase; FAM/BHQ RNA-DNA oligo cleavage fluorescence, 5 h; activation, % at 20 µM; 350,000 tested, 0.32% active; in the data active = activation above about 50%
Target sequence (P0AE70 whole entry, looked up): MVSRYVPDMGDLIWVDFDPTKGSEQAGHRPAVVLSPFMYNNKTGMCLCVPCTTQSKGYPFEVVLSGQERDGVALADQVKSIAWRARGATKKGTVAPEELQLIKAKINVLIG
BoNT F protease: BoNT F light chain protease inhibition; Multiplex microsphere protease cleavage assay, flow cytometry; inhibition, % at 10 µM; 360,000 tested, 0.22% active; in the data active = inhibition above about 35%, passing the limit was not always enough; inconclusive = no clear call, values can overlap the other calls; also: plate controls were buffer without enzyme for full effect and enzyme alone for no effect
Anthrax LF inh2: blocks Bacillus anthracis lethal factor protease; inhibition, % at 10 µM; multiplex microsphere protease cleavage assay, LF; P15917; 360,000 tested, 0.12% active; also: plate controls were buffer without enzyme for full effect and enzyme alone for no effect
Target sequence (P15917 whole entry, looked up): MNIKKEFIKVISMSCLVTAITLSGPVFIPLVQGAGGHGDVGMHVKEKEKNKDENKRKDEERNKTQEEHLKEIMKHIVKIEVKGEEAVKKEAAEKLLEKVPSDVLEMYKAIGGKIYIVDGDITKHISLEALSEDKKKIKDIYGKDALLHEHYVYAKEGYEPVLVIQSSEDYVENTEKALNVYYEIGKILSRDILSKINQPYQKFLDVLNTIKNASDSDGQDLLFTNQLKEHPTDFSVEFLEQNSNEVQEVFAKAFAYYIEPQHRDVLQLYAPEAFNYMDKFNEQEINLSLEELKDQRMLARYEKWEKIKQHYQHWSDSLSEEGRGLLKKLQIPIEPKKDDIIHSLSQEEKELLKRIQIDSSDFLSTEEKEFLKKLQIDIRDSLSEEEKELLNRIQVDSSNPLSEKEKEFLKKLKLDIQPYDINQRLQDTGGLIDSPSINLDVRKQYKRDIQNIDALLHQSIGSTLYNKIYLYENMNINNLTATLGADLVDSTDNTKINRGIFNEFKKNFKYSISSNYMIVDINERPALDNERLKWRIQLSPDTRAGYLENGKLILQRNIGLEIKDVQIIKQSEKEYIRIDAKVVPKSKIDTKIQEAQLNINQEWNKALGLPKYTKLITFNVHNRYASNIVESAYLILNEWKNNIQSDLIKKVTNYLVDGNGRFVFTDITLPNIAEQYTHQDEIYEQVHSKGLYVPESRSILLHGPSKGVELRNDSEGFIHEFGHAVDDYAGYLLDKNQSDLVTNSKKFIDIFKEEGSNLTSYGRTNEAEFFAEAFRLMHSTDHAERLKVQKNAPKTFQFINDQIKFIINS
SSB-PriA inh: K. pneumoniae PriA-SSBct interaction inhibition. 430,000 tested, 0.6% active. inhibition, % at 33 µM. AID 1272365. AlphaScreen SSBct-PriA binding, biotinylated peptide; in the data active = inhibition mostly above about 37%, no sharp cut-off; inactive = mostly below about 20%;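 also: plate controls were negative control peptide for no effect and reference peptide for full effect; strong numbers were not always called active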
VHR inh abs: DUSP3 (human) phosphatase inhibition; recombinant VHR phosphatase, pNPP absorbance; inhibition, % at 13.3 µM; 290,000 tested, 0.52% active; in the data active = inhibition above about 50%; also: some compounds called inactive have numbers as strong as hits
Target sequence (P51452 whole entry, looked up): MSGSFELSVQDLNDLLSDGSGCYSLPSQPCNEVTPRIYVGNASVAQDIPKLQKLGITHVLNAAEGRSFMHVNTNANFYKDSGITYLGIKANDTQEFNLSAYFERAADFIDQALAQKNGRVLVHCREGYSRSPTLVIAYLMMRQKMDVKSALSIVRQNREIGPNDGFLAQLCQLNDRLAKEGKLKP
BoNT A protease: BoNT A light chain protease inhibition. multiplex microsphere protease substrate cleavage, flow cytometry. inhibition, % at 10 µM. 360,000 tested, 0.17% active; also: plate controls were buffer without enzyme for full effect and enzyme alone for no effect
CCHFV vOTU inh: CCHFV vOTU protease inhibition | Pep-AMC fluorescence | inhibition, % at 11.5 µM | 370,000 tested, 0.55% active | AID 651958; in the data active = inhibition above about 30%; also: 0% = vehicle wells with enzyme and 100% = no enzyme wells
Rv3671c inh: Rv3671c (M. tuberculosis) protease inhibition; P9WHR9; inhibition, % at 5.96 µM; 320,000 tested, 0.048% active; AID 2606; in the data active = inhibition above about 38%;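 also: extracellular domain of Rv3671c used as enzyme; 0% = enzyme with DMSO and 100% = no enzyme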
3CLpro inhibitor: SARS-CoV 3CLpro protease inhibition; P0C6X7; recombinant SARS-CoV 3CLpro, quenched FRET peptide cleavage; inhibition, % at 6 µM; 290,000 tested, 0.14% active; AID 1706; in the data active = inhibition above about 12%
An asterisk follows results filed as active; ? = inconclusive; nt = not tested or not shown. Rule as the data show it, unless noted: active = inhibition above about 30%; inconclusive = no clear call, values can overlap the other calls; inactive = below that. This is a subset (hit frequency here may not be typical).

SMILES	PrPC surface inh	MazEF act	BoNT F protease	Anthrax LF inh2	SSB-PriA inh	VHR inh abs	BoNT A protease	CCHFV vOTU inh	Rv3671c inh	3CLpro inhibitor
O=C(c1ccccc1)c1ccccc1N/C=C/c1nnnn1-c1ccccc1	1	-7	1	2	-10	23	-0.2	13	-16	9
CCOc1ccc(OCCC(=O)N(CCC2=CCCCC2)c2c(N)n(Cc3ccccc3)c(=O)[nH]c2=O)cc1	6	-7	?	?	-17	nt	?	-1	-4	nt
Cc1csc(N2CCCC2c2nc3cc(C(F)(F)F)ccc3n2CCOCCO)n1 (centres undefined)	6	-24	-8	0	48*	nt	-0.5	-4	-4	nt
C/C(=N\NC(=O)Cn1cc([N+](=O)[O-])cn1)c1ccc(O)cc1	-3	2	-19	11	nt	-12	-0.1	2	9	3
O=C1CCC(C(=O)OCc2cc(=O)oc3ccc4ccccc4c23)=NN1	5	-1	2	-4	-21	13	3.5	-54	0	1
CC(=O)n1cc(C2C(=O)CC(C)(C)CC2=O)c2ccccc21	-1	6	6	-2	-17	7	2.9	5	-7	-7
COc1ccc(NCC(=O)Nc2ccc(C#N)cc2)cc1Cl	-6	11	-4	-1	0	0	1.2	4	-11	3
CC(C)(C)c1ccc(S(=O)(=O)NC(=O)C2(C)CCN2C(=O)C2(c3ccccc3)CC2)cc1 (centres undefined)	2	nt	0	-2	nt	nt	0.3	12	nt	nt
COc1ccc(-n2nc(C(=O)NCC(=O)Nc3cc(OC)c(OC)c(OC)c3)c3ccccc3c2=O)cc1Cl	-1	-5	14	-8	-5	0	-2.3	-1	4	-1
O=[N+]([O-])c1ccc(O)c([N+](=O)[O-])c1	3	4	-5	-2	-5	nt	-0.3	4	0	nt
CCOC(=O)c1sc2nc3n(c(=O)c2c1C)CCC(C)CC3 (centres undefined)	4	4	0	-1	-1	16	1.0	2	-3	1
COc1ccc(CCNC(=O)CC(=O)N/N=C/c2ccc(Br)cc2)cc1OC	3	4	nt	nt	nt	11	nt	7	0	1
COc1ccc(NS(=O)(=O)c2cccc(NC(=O)CCC(=O)c3ccc(Cl)cc3)c2)cc1	16	4	-6	-4	4	13	-0.6	2	-79	4
COc1ccc(Oc2nc(C(F)(F)F)nc3ccccc23)cc1	7	-6	16	1	-57	-7	0.8	19	-6	-2
Nc1cccc(NC(=O)CCC(=O)NCc2ccco2)c1	2	6	-13	1	3	-9	-0.1	3	8	1
CN(CC(=O)Nc1cccc(F)c1)C(=O)CCNC(=O)c1ccco1	-8	0	3	-3	8	nt	3.4	5	-6	nt
COC(=O)C1CC(O)C(O)C(O)C1 (centres undefined)	1	3	-7	-11	-16	nt	0.1	-5	nt	nt
COC(=O)[C@H](C)NC(=O)Nc1cccc(C(F)(F)F)c1	6	3	5	0	-7	18	-0.6	9	4	1
CCS(=O)(=O)N1N=C(c2cccc(NS(C)(=O)=O)c2)CC1c1cccs1 (centres undefined)	-7	3	-7	2	3	-7	-2.0	14	2	-4
Oc1ccccc1N1CCN(C(=S)NCCc2ccccc2)CC1	6	9	1	1	12	11	1.5	3	-3	2
COc1ccc(C(C)(NC(C)=O)c2nc(-c3ccc(S(C)(=O)=O)cc3)cs2)cc1 (centres undefined)	-3	nt	3	-1	nt	nt	-0.7	-12	nt	nt
Cc1cc(SCC(=O)c2ccc(Cl)cc2)nc(=O)[nH]1	-15	-21	6	-2	5	-14	1.9	4	5	-5
CCCCN(C=O)c1c(CC)nc2c(OCc3ccc(C(F)(F)F)cc3)cccn12	4	nt	-13	-3	nt	nt	-1.3	17	nt	nt
COc1ccc(N2CC(C(=O)Nc3ccc(F)cc3F)CC2=O)cc1 (centres undefined)	0	9	-1	-1	2	-23	-0.2	-5	-3	-1
O=C(C1CC1)N1CCc2cc(S(=O)(=O)N(CCO)Cc3ccccc3)ccc21	5	-22	-38	0	-5	0	-1.8	1	-2	3
(next part)
SMILES	PrPC surface inh	MazEF act	BoNT F protease	Anthrax LF inh2	SSB-PriA inh	VHR inh abs	BoNT A protease	CCHFV vOTU inh	Rv3671c inh	3CLpro inhibitor
COc1ccc(/C=C2\SC(=S)N(CCCC(=O)Nc3cccc(C(=O)O)c3)C2=O)cc1OC	0	-20	1	-2	18	5	0.7	-16	-7	4
COc1ccc(CCNC(=O)CSc2nc3[nH]ncc3c(=O)n2-c2ccc(C)c(Cl)c2)cc1OC	-6	0	-5	-3	-5	10	-0.3	-8	nt	0
O=C(Cc1ccc(Cl)cc1)Nc1ccc(C(=O)N2CCCCC2)cc1	4	0	3	-2	8	10	-0.1	2	-5	2
COc1ccccc1OP(=O)(O)Oc1ccccc1OC	9	-10	-1	-3	-2	13	-0.3	-1	-1	1
O=Cc1ccc(-c2ccc(F)cc2)o1	3	3	-4	-5	2	8	-1.8	6	1	0
Cc1ccc(C)c(N(CC(=O)NN=C2CCN(C)CC2)S(=O)(=O)c2ccccc2)c1	6	5	-3	-2	3	7	-1.0	-9	-12	5
CN(CC(=O)Nc1ccc(Cl)cc1)C(=O)CNC(=O)c1cccs1	13	-2	nt	nt	-1	nt	nt	7	1	nt
CCc1cccc(C)c1NC(=O)CSc1nc2ccncc2[nH]1	-2	8	-3	-1	12	-8	0.4	18	4	1
Cc1cc(-c2nc(C)c(-c3nnc(SCC(=O)Nc4ccc(Cl)cc4)n3C)s2)no1	-2	0	-8	-2	6	18	-0.4	-11	0	1
COC(=O)/N=C(/Cc1ccc(OC)cc1)c1ccc(OC)cc1	4	4	-2	1	nt	-12	0.2	7	-2	4
CCSc1nnc(NC(=O)CCNS(=O)(=O)c2ccccc2F)s1	2	5	9	-8	-9	21	1.3	2	-4	1
Cc1cc(C)c(NS(=O)(=O)c2ccccc2)c(C)c1NS(=O)(=O)c1ccccc1	-2	9	-1	5	-10	nt	0.2	9	nt	nt
COc1c(C(=O)Nc2ccc(Br)cn2)ccc2ccccc12	-2	5	-1	0	-6	nt	1.1	-10	-24	1
CC1CCC(NC(=O)CNC(=O)c2cccs2)CC1 (centres undefined)	5	2	4	5	-2	1	-0.3	7	-1	1
Cc1nc(-c2ccc(S(=O)(=O)N3CCN(c4ccccc4)CC3)cc2)co1	-4	-1	2	-2	-6	-10	0.3	2	8	12*
COc1ccccc1C(=O)NCC(=O)N/N=C/c1cc(Br)ccc1OCc1ccccc1	4	-23	-3	1	nt	-2	-0.5	16	-63	3
O=C(O)c1ccc(COc2ccccc2/C=C2/NC(=O)N(c3cccc(Cl)c3)C2=O)cc1	6	-10	-5	-1	-4	5	-0.6	-9	-42	2
COCc1cc(=O)[nH]c2c1c(-c1ccccc1)nn2C	-1	5	?	8	-3	-6	3.2	-12	6	1
O=C1CCC(=O)N1CCSC(=S)N1CCOCC1	6	4	0	8	-1	25	-0.9	-1	5	2
O=C(CN(c1ccc(Cl)cc1)S(=O)(=O)c1ccc(Cl)c([N+](=O)[O-])c1)NCCc1ccccc1	2	0	-2	-1	-12	-2	-0.3	-2	8	4
O=C(COc1ccccc1)N1CCN(c2nnc(-c3ccccc3)c3ccccc23)CC1	-5	-21	13	-6	0	28	0.9	-4	3	3
N/C(=N\OC(=O)c1cc(-c2ccccc2)nc2ccccc12)c1cccnc1	0	-4	-4	-2	nt	0	1.3	-2	-2	-3
COc1cc2c(cc1OC)C(c1ccc(-c3cc(Cl)ccc3Cl)o1)=NCC2	nt	-22	-13	-3	16	2	4.6	nt	-4	1
CN(C)C(=O)/C(=C\c1ccncc1)NC(=O)c1ccccc1	0	-8	-3	0	-1	20	-0.1	2	7	3
CCN(CC)S(=O)(=O)c1cccc(C(=O)Nc2cccnc2)c1	-2	-10	3	-8	-16	9	?	3	0	-2
(next part)
SMILES	PrPC surface inh	MazEF act	BoNT F protease	Anthrax LF inh2	SSB-PriA inh	VHR inh abs	BoNT A protease	CCHFV vOTU inh	Rv3671c inh	3CLpro inhibitor
O=C(c1ccccc1)N1N=C(c2ccccc2)CC1c1ccccc1[N+](=O)[O-] (centres undefined)	4	9	2	0	-12	-7	0.2	-1	7	1
Cc1ccc(S(=O)(=O)CC(C)N2CCOCC2)c(S(=O)(=O)CC(C)N2CCOCC2)c1 (centres undefined)	4	3	-3	2	-5	22	-0.2	1	-4	-3
CC(C)(Oc1ccc(Cl)cc1)C(=O)O	4	6	-7	0	-8	nt	-0.5	1	-6	nt
O=C(NC1CCCCC1)C(c1cccnc1)N(C(=O)c1csnn1)C1CCCC1 (centres undefined)	-9	5	-2	1	-3	-9	-0.1	-15	-4	-2
O=C(CNC(=O)c1cccs1)c1ccc(Cl)cc1	3	5	1	3	-7	-3	1.5	4	4	-2
COCC(C)NC(=O)c1ccc(N(C)C)cc1 (centres undefined)	0	5	-6	-2	-9	-14	-2.0	-3	-3	1
CCN(CC)C(=O)c1sc(NC(=O)c2ccc(Br)o2)c(C(=O)OC)c1C	0	8	3	1	-10	29	0.6	8	2	-3
c1cnc(N2CCN(Cc3c[nH]c4ccccc34)CC2)nc1	-3	3	2	-1	-7	10	-0.2	22	2	2
CSc1ccc(C(=O)C2CCCN(C(=O)c3nonc3C)C2)cc1 (centres undefined)	-1	2	-7	-4	-6	37	-3.3	11	-16	-3
Cc1c(C(C)C)c(=O)n(-c2ccc(S(=O)(=O)N3CCOCC3)cc2)n1C	4	7	-4	-10	-1	-1	0.4	-13	-4	2
COc1ccc(NC(=O)Nc2ccc(F)c(F)c2)c(OC)c1	7	5	-3	-1	-8	18	-0.8	-9	4	4
CCOc1ccccc1C(=O)NCCC(=O)O	-3	0	4	0	0	13	-0.4	-2	-1	5
O=C(Nc1ccc(NC(=O)C2CC2)nc1)c1cccc(F)c1	-4	4	-21	-2	-8	8	-0.4	-4	12	0
CCCn1nc(C(=O)N2CCc3ccccc3C2)c2ccccc2c1=O	2	-5	2	2	9	32	0.2	-4	-4	1
CCOCCCNC(=S)Nc1ccc(S(N)(=O)=O)cc1	2	5	0	-2	-12	19	-0.3	10	-1	-1
Nc1nnc(SCC(=O)OCC(=O)NC2CCCCC2)s1	-4	6	-4	-4	4	10	-0.6	-3	-4	5
COc1ccc(CNC(=O)CCn2c(=O)c3cccn3c3ccc(F)cc32)cc1	-1	4	-2	-1	2	1	-0.6	0	-6	3
COCc1cc(=O)oc2cc(NC(=O)c3ccc(C(C)(C)C)cc3)ccc12	nt	-12	?	9	-6	10	-0.3	nt	-7	4
CNCCCOc1ccc(C)cc1OC	-2	-3	-12	-8	-11	21	-1.0	2	5	-1
CCC(=O)Nc1nnc(S(=O)(=O)N(C)Cc2ccco2)s1	-5	4	4	0	-10	-9	0.9	11	3	-7
O=c1/c(=C\c2cccc(O)c2)sc2nc(-c3ccccc3)c(-c3ccccc3)n12	-5	-14	-3	-8	nt	-1	-0.1	-2	-115	2
CCCCC[C@@H]1CCCCC[C@@H](O)C[C@@H](O)[C@@H](O)/C=C/C(=O)O1	-2	nt	0	-4	nt	nt	0.1	3	nt	nt
Nc1cc(C(=O)N2CCN(c3ccccc3Cl)CC2)ccc1N1CC2CC(C1)c1cccc(=O)n1C2 (centres undefined)	2	5	5	1	nt	nt	0.3	8	nt	nt
COc1ccccc1/C=C/C(=O)OC(C)CN1CCOCC1 (centres undefined)	1	1	-4	-3	-3	24	-2.6	-5	1	5

A second format for part of the listing above:
COCC(C)NC(=O)c1ccc(N(C)C)cc1 (centres undefined)
  PrPC surface inh = 0
  MazEF act = 5
  BoNT F protease = -6
  Anthrax LF inh2 = -2
  SSB-PriA inh = -9
  VHR inh abs = -14
  BoNT A protease = -2.0
  CCHFV vOTU inh = -3
  Rv3671c inh = -3
  3CLpro inhibitor = 1
CCN(CC)C(=O)c1sc(NC(=O)c2ccc(Br)o2)c(C(=O)OC)c1C
  PrPC surface inh = 0
  MazEF act = 8
  BoNT F protease = 3
  Anthrax LF inh2 = 1
  SSB-PriA inh = -10
  VHR inh abs = 29
  BoNT A protease = 0.6
  CCHFV vOTU inh = 8
  Rv3671c inh = 2
  3CLpro inhibitor = -3
c1cnc(N2CCN(Cc3c[nH]c4ccccc34)CC2)nc1
  PrPC surface inh = -3
  MazEF act = 3
  BoNT F protease = 2
  Anthrax LF inh2 = -1
  SSB-PriA inh = -7
  VHR inh abs = 10
  BoNT A protease = -0.2
  CCHFV vOTU inh = 22
  Rv3671c inh = 2
  3CLpro inhibitor = 2
